Source: PubChem
LDHA block – LDHA (human) enzyme inhibition; P00338; purified LDHA, NADH/diaphorase-resazurin fluorescence; hits give low values; activity change, % (values are at about 110 or 230 µM); 480,000 tested, 0.15% active; in the data active means activity change below about -30%; inconclusive means mostly about -25% to -30%;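 further: plate controls were DMSO wells for no effect and wells without enzyme for full effect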
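LDH5 2 nM; NADH 0.06 mM, pyruvate 0.2 mM; 200 mM Tris pH 7.4, EDTA, Tween-20; 5 min RT. Detection: diaphorase 0.133 mg/mL + resazurin 37 µM, fluorescence ex540/em590 at 0 and 20 min; normalized to enzyme-free and DMSO wells.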
Pol iota inh – blocks human DNA polymerase iota activity | Potency, µM (top dose mostly 115 µM), for inactives: top-dose activity, negative = inhibition, actives largely listed as inhibitors | Pol iota fluorescent replication assay, 10 min | Q9UNA4 | 390,000 tested, 1% active; further: potency means the concentration at half of the fitted maximal effect
Target sequence (Q9UNA4 whole entry, looked up): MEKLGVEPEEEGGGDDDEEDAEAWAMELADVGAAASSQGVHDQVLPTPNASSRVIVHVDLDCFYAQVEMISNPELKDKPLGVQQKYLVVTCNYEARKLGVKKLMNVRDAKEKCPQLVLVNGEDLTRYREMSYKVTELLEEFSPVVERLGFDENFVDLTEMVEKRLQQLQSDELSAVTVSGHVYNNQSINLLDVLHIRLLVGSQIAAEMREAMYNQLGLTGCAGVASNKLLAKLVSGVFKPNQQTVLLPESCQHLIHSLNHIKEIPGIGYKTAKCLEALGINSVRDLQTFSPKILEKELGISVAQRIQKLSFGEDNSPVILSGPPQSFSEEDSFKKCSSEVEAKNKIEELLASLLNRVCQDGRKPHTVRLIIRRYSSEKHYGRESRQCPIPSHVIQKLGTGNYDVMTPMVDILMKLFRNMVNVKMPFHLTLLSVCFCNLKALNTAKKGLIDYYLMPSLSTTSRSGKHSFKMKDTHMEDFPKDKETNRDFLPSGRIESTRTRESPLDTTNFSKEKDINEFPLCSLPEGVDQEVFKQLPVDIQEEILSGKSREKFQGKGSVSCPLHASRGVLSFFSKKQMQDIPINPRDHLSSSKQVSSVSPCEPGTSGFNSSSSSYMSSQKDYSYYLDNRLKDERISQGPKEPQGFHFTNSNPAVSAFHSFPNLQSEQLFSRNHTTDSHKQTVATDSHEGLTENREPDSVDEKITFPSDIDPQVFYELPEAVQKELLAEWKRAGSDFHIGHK
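Fluorescent replication assay read twice, at 0 min and 10 min after adding 50 nM (final) substrate. Enzyme (10 nM) and compounds were first incubated 15 min at room temperature; enzyme-free buffer wells were negative controls.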
POLH inh – blocks human DNA polymerase eta activity. Potency, µM (series often up to 114 µM), inactives show at the highest dose activity change, negative = inhibition, most hits filed as inhibitors. AID 588591. recombinant Pol eta, fluorescent DNA replication assay. Q9Y253. 390,000 tested, 1.2% active; further: potency means the concentration at half of the fitted maximal effect; on the % scale 0 is the no-effect control and ±100 the full control effect
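Pol eta at 10 nM preincubated with compounds 15 min at room temperature; reaction started with fluorescent substrate (50 nM final) and read kinetically at 0 and 10 min.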
Pol beta inh – blocks human DNA polymerase beta activity. P06746. Pol beta primer extension/strand displacement, fluorescence kinetic. Potency, µM (titrated, usually from 114 µM), for the others: top-dose activity change, negative = inhibition, most hits filed as inhibitors. 340,000 tested, 1.3% active; further: potency means the concentration at half of the fitted maximal effect; on the % scale 0 is the no-effect control and ±100 the full control effect
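Preincubation: enzyme (10 nM) with compound, 15 min, RT. Reaction: substrate added to 50 nM final. Reads: 0 and 10 min. Analysis: normalized, Hill fit.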
BLM helicase inh – inhibitors of human Bloom syndrome helicase BLM | Potency, µM (top dose mostly 56.1 µM), for the others: at the highest dose activity change, negative = inhibition, most hits filed as inhibitors | recombinant BLM DNA unwinding, fluorescence dequenching | 350,000 tested, 0.2% active | P54132;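 further: potency means the concentration at half of the fitted maximal effect; plate controls were vehicle for no effect and no enzyme for full effect; nearly all actives have a fitted effect of over 35% in size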
GRP78 ERSR act – induces the endoplasmic reticulum stress response in human glioma cells; 420,000 tested, 0.02% active; Potency, µM, for inactives: top-dose activation, actives largely listed as activators; U87-MG GRP78 promoter luciferase reporter, 16 h; further: potency means the concentration at half of the fitted maximal effect; series mostly up to about 76 µM; % of control where 0% means no effect; nearly all actives have a fitted effect of over 35% in size
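Stably transfected U87-MG human glioma cells carrying a GRP78-based luminescent sensor were seeded at 1000 cells/well, pin-dosed with compounds and incubated 16 h. Luciferase reagent was then added, and end-point luminescence was read after 10 min at room temperature.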
APEX1 inh – blocks human APE1 abasic DNA cleavage | P27695 | recombinant APE1, TAMRA/BHQ-2 abasic DNA cleavage fluorescence | Potency, µM (titrated, usually from 65.8 µM), for inactives: top-dose activity change, negative = inhibition, usual class: inhibitors | 350,000 tested, 0.35% active;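 further: potency means the concentration at half of the fitted maximal effect; plate controls were vehicle for no effect and reference inhibitor for full effect; nearly all actives have a fitted effect of over 55% in size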
Target sequence (P27695 whole entry, looked up): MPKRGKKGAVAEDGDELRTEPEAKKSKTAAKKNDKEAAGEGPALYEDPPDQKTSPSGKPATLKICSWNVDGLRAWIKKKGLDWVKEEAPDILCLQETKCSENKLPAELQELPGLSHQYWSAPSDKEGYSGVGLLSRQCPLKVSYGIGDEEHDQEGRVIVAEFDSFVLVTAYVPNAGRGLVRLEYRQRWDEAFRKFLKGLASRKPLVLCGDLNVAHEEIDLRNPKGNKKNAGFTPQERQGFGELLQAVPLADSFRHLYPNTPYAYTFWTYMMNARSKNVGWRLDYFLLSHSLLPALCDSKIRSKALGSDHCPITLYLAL
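APE1 at 0.75 nM preincubated 15 min at room temperature with compound. Reaction then started with 50 nM double-stranded THF-abasic substrate labelled with TAMRA/BHQ-2, and 525/598 nm fluorescence read kinetically. Activity taken as third-minus-first read difference, normalized to DMSO and NSC13755 controls.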
Pol kappa inh – inhibitors of human DNA polymerase kappa; Q9UBT6; purified Pol kappa, fluorescent DNA synthesis assay, 10 min; Potency, µM (top dose mostly 107 µM), for the others: at the top dose activity, negative = inhibition, hits mostly inhibitors; 400,000 tested, 0.53% active; further: potency means the concentration at half of the fitted maximal effect; on the % scale 0 is the no-effect control and ±100 the full control effect
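Activity was followed as the change in fluorescence between reads at 0 and 10 min after starting the reaction with 50 nM substrate. Beforehand, 10 nM polymerase had been preincubated with compound for 15 min at room temperature.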
Anesthetic bind – candidate novel general anesthetic via apoferritin binding; Potency, µM (top dose mostly 77.5 µM), for the others: at the highest dose activity change, negative = displacement, hits mostly inhibitors; apoferritin/1-aminoanthracene competitive binding, fluorescence; 350,000 tested, 0.074% active; AID 485281; further: potency means the concentration at half of the fitted maximal effect; on the % scale 0 is the no-effect control and ±100 the full control effect; nearly all actives have a fitted effect of over 20% in size
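Concentration-response curves derived by four-parameter Hill fitting of normalized fluorescence, where compounds displaced 1-AMA from 10 uM horse apoferritin following a brief 10 min room-temperature incubation; propofol titration acted as positive control.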
The depositor's hits bear a star; ? = inconclusive; / = no result given; & = joins results of further samples; [ ] = dose if it differs, or a comment. Unless noted, the call rests on the fitted dose curve; in most records, active means well fitted curve in the direction sought with a large enough effect; inconclusive means small, poorly fitted or top-dose-only effect, or another doubt; inactive means no such curve, though single readings can be large; an effect the other way counts as inactive or inconclusive.

Start of the data: the first three records, ahead of the listing:
Molecule,LDHA block,Pol iota inh,POLH inh,Pol beta inh,BLM helicase inh,GRP78 ERSR act,APEX1 inh,Pol kappa inh,Anesthetic bind
COc1cc(CN(C(=O)Nc2ccccc2)c2ccccn2)cc(OC)c1OC,-10,16%,-16%,6%,0%,-1%,/,3%,43%[activator]
Cc1ccc(OCC(=O)NCCNC(=O)c2ccccn2)cc1,-8,41%[activator],-16%,3%,-4%,-1%,15%,-11%,2%
CC(C)(C)c1ccc(C(=O)NNC(=O)CCC(=O)Nc2ccccc2)cc1,-4,27%,3%,78%,-2%,7%,0%,3%,?

Results, repeating the preview:
Molecule,LDHA block,Pol iota inh,POLH inh,Pol beta inh,BLM helicase inh,GRP78 ERSR act,APEX1 inh,Pol kappa inh,Anesthetic bind
COc1cc(CN(C(=O)Nc2ccccc2)c2ccccn2)cc(OC)c1OC,-10,16%,-16%,6%,0%,-1%,/,3%,43%[activator]
Cc1ccc(OCC(=O)NCCNC(=O)c2ccccn2)cc1,-8,41%[activator],-16%,3%,-4%,-1%,15%,-11%,2%
CC(C)(C)c1ccc(C(=O)NNC(=O)CCC(=O)Nc2ccccc2)cc1,-4,27%,3%,78%,-2%,7%,0%,3%,?
O=C(Cc1cccc2ccccc12)Nc1nc(-c2cccc([N+](=O)[O-])c2)cs1,-7,-3%,-12%,-2%,-2%,-3%,4%,-18%,-5%
O=C(COC(=O)c1cccc(F)c1)NCCC1=CCCCC1,-7,12%,-15%,/,/,-3%,2%,-2%,/
O=[N+]([O-])c1ccc(O)c(-c2ccnc3cc(-c4ccccc4)nn23)c1,-7,-21%,2%,32%,-3%,-3%,/,-10%,-7%
N#CC1=C(O)C(c2ccccc2)n2c1nc(=O)c1ccccc12 (configuration not stated),-8,5%,?,32%,-3%,2%,2%,-6%,-3%
CCOc1ccccc1N(CC)C(=O)c1cc2ccc3cccnc3c2[nH]1,1,3%,-2%,13%,-3%,-1%,/,4%,-8%
CC(C)CCOc1ccc(C(=O)NCC(c2ccco2)N(C)C)cc1 (configuration not stated),-4,-12%,-4%,67%,-4%,3%,8%,-5%,?
Cc1sc(NC(=O)CCCC(=O)O)c(C#N)c1C,-3,24%,-2%,7%,0%,-2%,0%,-1%,3%
CCN(CC(=O)Nc1ccc(NC(C)=O)cc1)C(=O)COc1ccc2ccccc2c1,-10,0%,-8%,/,/,-2%,-5%,-4%,/
Cc1ccc(C2NC(=S)NC3=C2N2CCC3CC2)cc1 (configuration not stated),-1,8%,-1%,3%,-3%,6%,0%,-5%,-2%
N#C/C(=C\c1ccc[nH]1)S(=O)(=O)c1ccccc1,8,?,-16%,-4%,-17%,0%,-6%,-7%,-10%
CC(C)(C)c1ccc(-c2nnc(SCCN3C(=O)c4ccccc4C3=O)o2)cc1,1,14%,?,2%,-11%,3%,1%,-6%,?
COc1ccc(C2=NCCNC(C(F)(F)F)=C2)cc1,-5,150%[activator],6%,2%,2%,-6%,2%,-6%,-10%
CCN(C[C@H]1N[C@@](CC)(C(=O)OC)[C@H]2C(=O)N(C)C(=O)[C@@H]12)C(C)=O,-1,?,-8%,/,/,-3%,17%,13%,/
O=C1NN(c2cccc(Br)c2)C(=O)/C1=C/c1ccc(-c2cc([N+](=O)[O-])ccc2O)o1,-6,?,10µM*,?,-17%,-3%,2%,79µM*,-5%
CCOC(=O)c1c(-c2ccc(C)cc2)csc1NC(=O)c1cc(-c2ccc(OC)cc2)on1,-2,16%,-14%,30%,-1%,-3%,/,-7%,8%
O=C(Nc1cccc(S(=O)(=O)N2CCCCC2)c1)c1cc([N+](=O)[O-])ccc1N1CCOCC1,-1,5%,-5%,/,/,-2%,-15%,-15%,/
CCn1nc(C)cc1C(=O)NC1CCCc2c1cnn2-c1cc(F)cc(F)c1 (configuration not stated),4,4%,-15%,24%,1%,-3%,5%,-6%,-10%
CCOC(=O)CSc1nnc(CNC(=O)Cc2ccccc2)n1-c1ccccc1OC,-4,2%[58.9 µM],6%,53%,0%,-6%,-9%,-4%,-7%
O=C(O)C(=O)/C(=C\c1ccc([N+](=O)[O-])cc1)c1ccc2ccccc2n1,-1,9%,4%,28%,-1%,-3%,-1%,-5%,-8%
CCOC(=O)Cc1csc(NC(=O)c2ccoc2C)n1,2,-14%[58.9 µM],-9%,1%,-5%,1%,5%,1%,-1%
CCCn1nc(C(=O)Nc2ccc3nc(N4CCOCC4)sc3c2)ccc1=O,4,25%,-4%,/,/,-7%,-11%,-17%,/
CC1(C)CC(=O)C2=C(C1)N(CCN1CCOCC1)C1=C(C(=O)CC(C)(C)C1)C2c1cccc(Cl)c1,-4,-4%[58.9 µM],11%,9%,-2%,-3%,2%,3%,59%[activator]
COCC(=O)NCCc1nc(-c2ccccc2)cs1,-4,-5%,-7%,37%,2%,-2%,-1%,-9%,-7%
Cc1ccc(S(=O)(=O)NCC(=O)OCC(=O)N2CCc3ccccc32)cc1,-8,2%,6%,22%,-1%,-3%,2%,-2%,?
O=c1[nH]c2ccccc2n1CCCSc1cnc2ccccc2n1,3,-5%,-18%,-6%,2%,-1%,12%,1%,56%[activator]
O=C(COC(=O)c1ccccc1Br)Nc1nnc(-c2ccccc2)o1,-5,4%,2%,/,/,-4%,-6%,-19%,/
Cc1ccc(-n2c(=O)c3c(c4cc(C)ccc4n3C)n(CC(=O)Nc3cc(C)cc(C)c3)c2=O)cc1,4,-3%,-15%,21%,-3%,-3%,/,8%,6%
COc1ccc(NC(=S)N2CCC(C(=O)c3ccc(F)cc3)CC2)cc1,-1,-2%,-13%,/,/,-2%,/,12%,/
COc1ccc(OC)c(NC(=O)c2cc(C3CC3)nc3c2c(C)nn3-c2ccc(C)cc2)c1,-9,34%[activator],-5%,0%,-8%,0%,/,-2%,-9%
CC(NC(=O)CSc1ncnc2nc[nH]c12)c1ccccc1 (configuration not stated),-8,/,-11%,14%,-6%,-2%,2%,-3%,-11%
CCc1cccc(C)c1NC(=O)CSc1nc2c(c(=O)[nH]1)CCC2,-12,30%,/,13%,-7%,/,/,-7%,-14%
O=C1CC(C(=O)NCc2ccccc2)C2(CCCC2)O1 (configuration not stated),1,?,-3%,7%,2%,-2%,9%,-3%,-17%
Cc1ccc([N+](=O)[O-])c2c1C(N1CCCC1)C(C)(C)O2 (configuration not stated),1,16%,-4%,2%,-3%,-2%,13%,4%,-14%
CC(C)(O)C(=O)NNC(=S)Nc1ccc(F)c(Cl)c1,-10,77%[activator],2%,-22%,0%,-2%,0%,3%,-3%
Oc1ccccc1CNc1ncc(Br)cc1Br,-4,0%,-13%,10%,-11%,1%,-3%,-2%,?
O=C(NN1CCOCC1)c1cccc(Cl)c1,-2,15%,3%,13%,-1%,-1%,1%,0%,-5%
O=C(CCn1ccc2cc(S(=O)(=O)N3CCCC3)ccc21)NCc1cccc(F)c1,0&1,?,-2%&-14%,34%&-1%,-2%&-1%,0%&-4%,9%,-16%&-18%,-8%&-3%
COc1ccc(N=C(N(C)C)P(=O)(N(C)C)N(C)C)cc1,-9&-4,28%&13%,-17%&0%,5%,3%,-4%&-3%,0%,6%&-7%,-4%
COc1cccc(C2=NOC(C(=O)NCc3cccnc3)C2)c1 (configuration not stated),-4,-10%,-21%,1%,1%,-1%,40%,-8%,0%
Cc1ccc(NC(=O)C2C3C=CC4(O3)C2C(=O)N(CCCN2CCCC(C)C2)C4C(=O)NC2CCCCC2)cc1 (configuration not stated),-8,18%,9%,38%,-1%,-1%,12%,7%,7%
Cc1cc(C)cc(C(=O)NCC(=O)OCc2cc([N+](=O)[O-])cc3c2OCOC3)c1,-7,29%,-7%,-26%,-7%,-1%,5%,1%,-18%
Cc1ccc(CN2C(=O)CCC2C(=O)NCCCN2CCC(C)CC2)cc1 (configuration not stated),-7,27%,-3%,-3%,3%,-1%,0%,-2%,-2%
CCOC(=O)Nc1ccc2c(c1)nc(CN1CCOCC1)n2C,1,21%,-16%,?,0%,3%,-5%,-4%,2%
CC/C(=N\NC(=O)c1nnn(-c2nonc2N)c1CN(C)c1ccccc1)c1ccccc1,-6,-1%,-10%,2%,-9%,-4%,3%,4%,-17%

Entries of single compounds as entered above. Order of values: LDHA block	Pol iota inh	POLH inh	Pol beta inh	BLM helicase inh	GRP78 ERSR act	APEX1 inh	Pol kappa inh	Anesthetic bind
Shown for `COc1ccc(NC(=S)N2CCC(C(=O)c3ccc(F)cc3)CC2)cc1` : -1	-2%	-13%	/	/	-2%	/	12%	/
Shown for `Cc1ccc(CN2C(=O)CCC2C(=O)NCCCN2CCC(C)CC2)cc1` (configuration not stated) : -7	27%	-3%	-3%	3%	-1%	0%	-2%	-2%
Shown for `Cc1cc(C)cc(C(=O)NCC(=O)OCc2cc([N+](=O)[O-])cc3c2OCOC3)c1` : -7	29%	-7%	-26%	-7%	-1%	5%	1%	-18%
Shown for `Cc1ccc(S(=O)(=O)NCC(=O)OCC(=O)N2CCc3ccccc32)cc1` : -8	2%	6%	22%	-1%	-3%	2%	-2%	?
Shown for `COc1cc(CN(C(=O)Nc2ccccc2)c2ccccn2)cc(OC)c1OC` : -10	16%	-16%	6%	0%	-1%	/	3%	43%[activator]

Only part of the results is shown. The share of hits here may be higher or lower than overall.
